# High-throughput results (PubChem)
# ABCB6 inh 2 – blocks the human ABCB6 transporter; fluorescence ratio to DMSO, % at 10 µM; hit rate 0.19% among 360,000; Q9NP58; K562-ABCB6 porphyrin accumulation, flow cytometry, 1 h; active compounds read low; AID 602162;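 active = fluorescence ratio to DMSO below 75%, the collection mean minus 3 SD; inconclusive = too few cells collected in the well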;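 also: signal is porphyrin accumulated inside mitochondria; 100% equals median channel fluorescence of DMSO control wells; lower ratio means ABCB6 inhibition with less porphyrin fluorescence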
# Target sequence (Q9NP58 whole entry, looked up): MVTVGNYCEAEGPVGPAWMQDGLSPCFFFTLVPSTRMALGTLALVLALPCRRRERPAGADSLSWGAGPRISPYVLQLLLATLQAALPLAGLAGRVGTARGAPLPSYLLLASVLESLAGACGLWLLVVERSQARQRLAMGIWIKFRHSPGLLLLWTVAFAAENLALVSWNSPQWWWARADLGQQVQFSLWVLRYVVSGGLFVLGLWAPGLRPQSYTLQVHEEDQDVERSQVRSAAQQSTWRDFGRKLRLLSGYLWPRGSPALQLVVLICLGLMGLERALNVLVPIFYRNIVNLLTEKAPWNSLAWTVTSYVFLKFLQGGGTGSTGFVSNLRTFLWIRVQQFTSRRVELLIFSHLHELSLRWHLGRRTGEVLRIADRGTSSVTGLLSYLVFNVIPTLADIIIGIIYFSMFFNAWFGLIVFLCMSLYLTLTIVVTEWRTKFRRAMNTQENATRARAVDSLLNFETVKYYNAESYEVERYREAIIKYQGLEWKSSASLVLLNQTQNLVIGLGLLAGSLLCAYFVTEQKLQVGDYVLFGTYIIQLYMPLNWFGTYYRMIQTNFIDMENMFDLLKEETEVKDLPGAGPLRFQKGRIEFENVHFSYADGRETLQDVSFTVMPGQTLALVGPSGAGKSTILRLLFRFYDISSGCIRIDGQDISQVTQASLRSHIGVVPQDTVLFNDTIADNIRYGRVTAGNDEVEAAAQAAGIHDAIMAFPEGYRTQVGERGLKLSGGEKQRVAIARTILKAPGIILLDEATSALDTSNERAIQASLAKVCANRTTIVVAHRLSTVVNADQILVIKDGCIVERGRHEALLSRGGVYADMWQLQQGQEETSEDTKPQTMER
# TLR9-MyD88 inh – TLR9-MyD88 interaction inhibition | inhibition, % at 4.98 µM | CHO BLA complementation TLR9-MyD88, CCF4 FRET ratio | Q9NR96+Q99836 | AID 504734 | hit rate 0.21% among 340,000;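 active = inhibition above the mean over all tested compounds plus 3 SD, cut at about 21% in these data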;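 also: 0% = DMSO only wells and 100% = clavulanate BLA inhibitor control wells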
# MC4R barr agon – agonists of human melanocortin 4 receptor (MC4R) beta-arrestin | hit rate 0.98% among 360,000 | activation, % at 8.9 µM | P32245 | U2OS MC4R beta-arrestin complementation, luminescence; percent of melanotan II response, DMSO zero;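 active = activation above a per-plate cutoff, the mean activation of sample wells on that plate plus 3 SD, cut at about 8% in these data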
# Glyco luc inh – blocks N-linked glycosylation in D54 reporter cells. reporter increase, % at 12.5 µM. hit rate 0.23% among 360,000. D54 ERlucT glycosylation luciferase reporter, 24 h; percent of 100 nM tunicamycin response;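 active = mean luciferase reporter signal, scaled so untreated is 0 and the glycosylation-blocking control 100, at or above a set limit in every replicate; inconclusive = mean reaches the limit but not every replicate does; inactive = mean below the limit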;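 also: luciferase carries N-glycosylation sites so blocking glycosylation raises the light; 0% = median of neutral control wells and 100% = median of 100 nM tunicamycin wells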
# ABHD5-PLIN5 inh – ABHD5-PLIN5 protein interaction inhibition. hit rate 0.78% among 360,000. Split G. princeps luciferase complementation, luminescence, 4 h. inhibition, % at 4 µM;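 active = inhibition above the mean inhibition across every tested compound plus 3 SD, cut at about 22% in these data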;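 also: 0% = DMSO only wells and the 100% control is not disclosed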
# Granule exo inh – blocks lytic granule exocytosis. TALL-104 LAMP-1 surface exposure, flow cytometry; cells stimulated with thapsigargin and PMA. inhibition, % at 10 µM. hit rate 0.66% among 360,000. AID 651702;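 active = inhibition above about 55%, limit read from the data; inconclusive = no clear call, values can overlap the other calls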
# MC4R antagonist – antagonists of human melanocortin 4 receptor (MC4R); hit rate 0.48% among 360,000; inhibition, % at 6.5 µM; P32245; MC4R-expressing cells, MTII-stimulated cAMP, LANCE TR-FRET;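 active = inhibition above its plate's cutoff, the mean of tested wells on that plate plus 3 SD, cut at about 29% in these data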;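 also: 0% = Melanotan II alone and 100% = Melanotan II plus saturating MCL0020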
#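 Test system: U2OS cells stably expressing human melanocortin 4 receptor (MC4R); also added: Melanotan II challenge; compound: 6.5 µM single dose; timing: 30-min compound preincubation, 1-h Melanotan II challenge, 1-h detection, room temperature; signal: Eu-cAMP/anti-cAMP TR-FRET, emission 671 nm; repeats: one well per compound, no replicates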
# Vif inh – inhibitors of HIV Vif; HEK293T cells, Vif self-association by quenched fluorescence, imaging, 24 h; inhibition, % at 7.49 µM; hit rate 0.35% among 340,000; AID 602346; in the data active = inhibition above about 50%, passing the limit was not always enough; inconclusive = no clear call, values can overlap the other calls; inactive = below about 31%; also: some results filed as inactive read as strong as hits
# NOD2-RIPK2 inh – NOD2-RIPK2 protein interaction inhibition; CHO BLA complementation NOD2-RIPK2, CCF4 ratio; inhibition, % at 4.98 µM; hit rate 0.38% among 360,000; AID 624267; in the data active = inhibition above about 21%;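 also: 0% = vehicle only and 100% = reference blocker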
# aDG glyco up – alpha-DG glycosylation activation. Pro5-aDG cells, alpha-DG glycosylation AlphaScreen (IIH6); 0% Pro5, 100% B10-LARGE cell signal. activation, % at 10 µM. hit rate 0.22% among 360,000. AID 624168;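 active = activation of at least 8% versus controls, or a plate z-score of at least 8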;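 also: Pro5 are CHO cells carrying HIG-tagged alpha-DG that lacks glycosylation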
# Numbers without * were called inactive; u = inconclusive; x = not tested or not shown. The list is partial. The share of hits here may be higher or lower than overall.
cpd	Compound	Granule exo inh	NOD2-RIPK2 inh	ABCB6 inh 2	TLR9-MyD88 inh	ABHD5-PLIN5 inh	MC4R barr agon	Glyco luc inh	aDG glyco up	MC4R antagonist	Vif inh
1	C=C(CO)C1Cc2cc(C(C)=O)ccc2O1 (stereo unspecified)	4	2	101	2	2	-1.2	-3	0.2	8	6
2	COc1ccc(S(=O)(=O)N2CCOCC2)cc1NC(=O)CN(C)CC(=O)Nc1cccc(F)c1	1	4	98	2	-9	-1.3	-1	0.0	6	5
3	CN(C)CCN1CCN(C2CN(Cc3cn(Cc4cccc(C(F)(F)F)c4)nn3)S(=O)(=O)C2)CC1 (stereo unspecified)	3	-14	100	x	-11	x	x	-0.1	x	x
4	COc1cc(C(=O)NCCc2ccc(F)cc2)c([N+](=O)[O-])cc1OC	-3	-3	100	-3	3	-0.5	1	0.1	11	3
5	CC(=O)c1cccc(OCc2cc(C(=O)N(C)CCc3cnn(C)c3)no2)c1	1	12	103	10	5	-0.2	1	0.1	2	6
6	CSc1nnc(-c2ccc(S(=O)(=O)N3CCCCC3)cc2)o1	-8	-2	103	-7	1	-0.4	1	-0.1	13	1
7	CC(=O)c1ccc(N2C(=NC(=O)C3CCCCC3)SC3CS(=O)(=O)CC32)cc1 (stereo unspecified)	4	6	103	7	3	-2.8	1	-0.3	6	2
8	C[C@H](CO)N1C[C@H](C)[C@H](CN(C)Cc2ccc(C(=O)O)cc2)OCc2ccccc2-c2c(n(C)c3ccccc23)C1=O	1	-1	104	-2	-13	0.6	0	0.7	21	6
9	CCCCn1nnc(NC(=O)c2sc3cc(Cl)ccc3c2Cl)n1	5	-2	118	-5	-3	-0.3	0	-0.4	4	12
10	Cn1c(Oc2ccccc2NCc2cccc(Br)c2)cc(=O)n(C)c1=O	0	7	96	-10	1	0.3	-2	1.3	6	-10
11	Cc1nn(C)c(C)c1CS(=O)(=O)c1ccccc1	-3	6	96	5	2	-1.4	2	-0.2	7	5
12	O=C(Nc1nc2ccccc2[nH]1)c1ccccc1OC(F)F	-19	-8	89	2	7	0.8	-15	0.0	19	2
13	COC(=O)C(C(=O)OC)C(C(C)C)C(C(=O)OC)C(=O)OC	2	-2	99	-2	-1	-1.2	-1	0.1	12	10
14	COCCNC(=O)C(=O)NCC1OCCCN1S(=O)(=O)c1cccs1 (stereo unspecified)	1	-4	98	1	-7	-1.4	0	0.0	7	6
15	O=C(CCC(=O)N(CC(=O)NC1CCCC1)Cc1ccccc1Cl)Nc1nccs1	-11	-13	91	-1	-3	-0.6	2	0.2	4	-8
16	Cc1cc(/C=C(/C#N)C(=O)O)c(C)n1-c1cccc2ccccc12	-7	-13	99	0	-7	1.2	1	0.2	26	-2
17	Cc1ccc(NC(=O)c2cccs2)cc1NC(=O)c1ccco1	0	5	99	-3	5	-1.1	-4	0.0	13	2
18	CCOC(=O)c1ccc2c(c1)nc(SC/C(O)=C(\C#N)c1nc3ccccc3[nH]1)n2CC	10	-4	93	8	-2	-1.2	2	-0.2	17	24
19	COc1ccc(NC(=O)CSc2ncnc3c2sc2ccccc23)c(OC)c1	-2	-5	u	-6	-6	-2.8	1	0.0	-8	4
20	NC(=O)c1ccc(Cc2ncc(C(F)(F)F)cc2Cl)s1	2	-1	93	6	10	0.5	-2	0.4	3	x
21	CC1=NN(c2ccc(Cl)c(C(=O)O)c2)C(=O)/C1=C\c1ccc(-c2ccc(C(=O)O)cc2)o1	-2	-4	107	-6	-7	-0.8	2	-0.4	14	6
22	Cn1nnnc1SCC1=C(C(=O)O)N2C(=O)C(NC(=O)C3CC3c3ccccc3)C2SC1 (stereo unspecified)	0	-13	98	2	10	-4.0	2	0.1	1	-2
23	Nc1ccc(S(=O)(=O)N2CCC(Cc3ccccc3)CC2)cc1	7	6	99	-1	7	3.4	-3	0.0	10	x
24	COc1ccc(CNS(=O)(=O)c2c(C)[nH]c(C)c2C(=O)N2CCCCC2)cc1	1	-12	102	-3	-2	-1.4	-1	-0.1	3	-6
25	O=C(COC(=O)c1c(Cl)cccc1Cl)Nc1cc(Cl)ccc1Oc1ccccc1	-3	-11	103	1	2	-1.4	0	-0.4	2	-2
26	CSc1ccc(C(=O)C2CCCN(C(=O)c3cc(C)n(C)n3)C2)cc1 (stereo unspecified)	14	-1	96	5	1	-0.1	1	-0.2	-1	-1
27	Cc1csc2nc(O)c(C(=O)NCCN3CCOCC3)c(=O)n12	2	-4	96	8	4	-0.7	0	0.0	1	7
28	CCCCN(CC)CCCNC(=O)c1cc2c(=O)n(C)c3ccccc3c2n1C	3	2	103	-3	9	-1.2	22	0.0	6	18
29	COc1ccc2c(c1)SCCC2=O	-2	-4	98	-7	2	-1.1	3	-0.2	10	4
30	Cc1cc(C)cc(C(=O)NC(=S)Nc2ccc3[nH]c(=O)[nH]c3c2)c1	0	-10	94	-4	2	-0.1	3	0.0	-6	-1
31	O=C1c2ccccc2-c2cccc(C(=O)N3CCN(C(=O)c4ccccc4)CC3)c21	-2	1	98	-11	2	-0.8	-2	0.0	-1	1
32	Cc1ccc(NC(=O)c2cc(S(=O)(=O)N3CCCCC3)cs2)cc1	4	-7	98	6	4	-1.1	-6	0.2	7	-9
33	COc1ccc(/C=N/n2c(C)nc3sc(C)c(C)c3c2=O)cc1	-5	-17	98	x	-3	-1.8	3	-0.1	-3	-5
34	O=c1[nH]cnc2ccccc12	-4	-10	98	6	2	2.7	-1	0.0	2	11
35	COc1ccccc1OCC(=O)Nc1cccc(-c2nc3ccccc3o2)c1	1	-6	104	6	-24	15*	1	-0.1	9	0
36	COC(=O)C1=CN(c2ccc(Oc3ccccc3)cc2)C(N)=C(C#N)C1c1ccc(-c2ccccc2)cc1 (stereo unspecified)	11	3	x	x	6	x	x	-0.4	x	x
37	CCN(CC)S(=O)(=O)c1ccc(N2CCCC2)c(NS(=O)(=O)c2ccc([N+](=O)[O-])cc2)c1	-2	-8	95	1	-5	-0.1	2	-0.1	18	4
38	O=C1c2c(O)cc(O)cc2O[C@H](c2ccc(O)cc2)[C@H]1O	-2	-2	102	-6	2	-1.8	1	-0.2	11	-13
39	COc1ccc(C(=O)Nn2c(C)nc3ccccc3c2=O)c(OC)c1	-5	-1	97	-3	0	-1.2	2	0.1	-5	-12
40	O=C(NCc1nnc(SCC(=O)N2CCCC2)o1)c1ccco1	-14	-6	100	7	0	2.0	2	0.3	1	-6
41	CCOCCCNC(=O)c1c[nH]c2ccc(OCC)cc2c1=O	0	6	92	-2	-8	-1.5	2	-0.1	4	-5
42	O=C(COC(=O)c1ccc(S(=O)(=O)NCc2ccco2)cc1)c1ccccc1	2	9	89	-3	-4	0.1	1	0.0	-3	-5
43	O=C(CSc1nnc(C2CC2)n1CC1CCCO1)Nc1ccccc1Cl (stereo unspecified)	6	-4	99	-2	6	0.5	3	-0.1	26	-6
44	COc1cc(S(=O)(=O)N(Cc2cccnc2)Cc2cccc(OC)c2OC)ccc1-n1cnnn1	4	-5	95	6	0	-1.5	0	1.3	15	-5
45	Cc1nnc(C)c2c(C)n(-c3ccccc3)c(C)c12	-6	-4	97	-3	-2	-1.2	1	0.0	-3	0
46	O=C(CN1C(=O)c2cccc([N+](=O)[O-])c2C1=O)N1CCN(c2ccc(F)cc2)CC1	-2	-10	98	9	0	-0.7	3	-0.3	34*	-4
47	CCOC(=O)CN(C(=O)COC(=O)C1=NNC(=O)CC1)c1ccc(F)cc1	4	-14	95	-5	5	0.1	0	-0.1	5	4
48	Cc1noc(C)c1COc1ccccc1C(=O)N1CCN(S(=O)(=O)c2ccccc2F)CC1	-5	-7	102	-4	-5	-0.8	-5	-0.2	26	-4
49	COP(=O)(CN(Cc1ccccc1)C(=S)Nc1c(C)cccc1C)OC	0	-2	99	2	-1	-2.2	-1	0.2	3	-1
50	CCOC(=O)N1CCN(c2c(N3CCN(c4ccc(F)cc4)CC3)c(=O)c2=O)CC1	-7	1	100	4	-6	-0.7	0	-0.2	2	4
51	COCCNC(=O)c1oc2ccc3c(c2c1C)C(O)CC(C)(C)O3 (stereo unspecified)	-9	-10	99	-13	1	0.1	0	0.0	8	-2
52	Cn1c(CC(=O)Nc2ccccc2)nnc1SCC(=O)NC1=NCCS1	-8	-7	100	-3	-1	1.4	0	-0.2	14	7
53	Cc1nc(NC(=O)CN2CCC(O)(c3ccc(F)cc3)CC2)sc1C	2	-2	90	5	2	0.1	-1	0.1	1	-10
54	CN1CCN(Cc2c(O)ccc3c(=O)c(Oc4ccccc4Cl)c(C(F)(F)F)oc23)CC1	-5	6	104	-4	-9	-1.0	1	0.3	2	7
55	CC(C)NC(=O)C1CCN(C2CCN(Cc3nc(C(C)C)cs3)CC2)CC1	-3	-12	95	2	-9	-2.1	0	-0.3	-6	-1
56	Cc1ccc(OCCCN(C)C)c(Br)c1	-1	0	101	2	2	-2.0	-1	0.1	-3	-8
57	COc1cccc(-c2nnc(SCC(=O)Nc3ccc4c(c3)OCCO4)n2Cc2ccco2)c1	0	-13	97	-1	-1	0.8	-2	0.1	8	-13
58	O=C(O)c1cccc(N=C2NC(=O)C(CO)(CO)S2)c1	1	5	99	-28	-11	0.1	2	-0.1	7	10
59	c1ccc2c(c1)CCOC2CNCCCN1CCCCC1 (stereo unspecified)	0	-4	97	9	1	0.0	-1	0.0	-2	-11
60	O=C(CSCc1ccccc1Cl)Nc1ccc(C(=O)O)cc1	8	4	98	13	5	1.1	0	0.0	1	-3

# Other records.
cpd	Compound	Granule exo inh	NOD2-RIPK2 inh	ABCB6 inh 2	TLR9-MyD88 inh	ABHD5-PLIN5 inh	MC4R barr agon	Glyco luc inh	aDG glyco up	MC4R antagonist	Vif inh
61	COc1cc(C(=O)Nc2ccc(NC(=O)c3ccco3)nc2)cc(OC)c1OC	4	-1	95	6	-7	-0.3	1	0.0	-3	17
62	CCCSc1nc2c(c(=O)[nH]c(=O)n2C)n1Cc1ccc(C)cc1	-2	-9	89	2	0	-1.4	1	0.3	-9	2
63	CC(=O)c1cccc(NC(=O)/C=C/c2ccc([N+](=O)[O-])s2)c1	0	4	129	9	-5	-2.1	-14	-0.4	-3	21
64	CC(=O)c1cccc(NC(=O)c2ccc(N(C)S(C)(=O)=O)cc2)c1	6	-17	84	1	10	1.6	2	-0.2	-17	7
65	CCn1c(CCC(=O)Nc2ccccc2F)nnc1SCC(=O)Nc1ccc(OC)cc1	2	-5	100	-2	-3	0.6	1	-0.1	12	x
66	CC1(C)S[C@@H]2[C@H](NC(=O)[C@H](N)c3ccc(O)cc3)C(=O)N2[C@H]1C(=O)O	-2	-7	98	1	-7	-1.4	0	0.7	15	-2
67	COc1ccc(CC(=O)NCc2n[nH]c(=S)n2-c2cccc(Cl)c2)cc1	2	11	87	4	-2	-2.7	-2	-0.2	1	30
68	Cc1ccc(CNC(=O)Cc2noc3ccccc23)cc1	0	5	98	5	-2	0.0	-10	0.4	2	23
69	COc1ccccc1NC(=O)CN(c1ccccc1C)S(C)(=O)=O	0	6	96	18	1	-0.7	0	0.0	4	1
